CDK5 p35 inh: inhibitors of human CDK5/p35 kinase; Q00535+Q15078; Recombinant CDK5/p35, ADP-Glo luminescence, 60 min; inhibition, % at 10 µM; 330,000 tested, 0.01% active;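 active means highest replicate inhibition of at least 50% and at least 75% of replicates reaching 50%; inconclusive means only one of the two criteria met; inactive means both criteria failed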;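 further: plate controls were DMSO neutral control for no effect and GW8510 at 10 µM for full effect; many of its hits are not listed in these tables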
PvdQ acylase: P. aeruginosa PvdQ acylase inhibition. purified PvdQ acylase, fluorescence plate reader. inhibition, % at 10 µM. 340,000 tested, 0.063% active. AID 488965; in the data active means inhibition above about 30%, passing the limit was not always enough; inconclusive means no clear call, values can overlap the other calls;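 further: 0% = vehicle neutral wells and 100% = reference inhibitor wells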
RTF Ca sens inh: cardiac RTF calcium desensitization. IANBD-labeled cardiac RTF, Ca2+ fluorescence. inhibition, % at 7.15 µM. P19429+P45379. 340,000 tested, 0.12% active;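 active means inhibition above the mean inhibition of all tested compounds plus 3 SD, cut at about 17% in these data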;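 further: assay run at fixed EC70 calcium of 1.6 mM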
PfHsp90 set2: inhibits growth of yeast expressing Plasmodium falciparum Hsp90; S. cerevisiae expressing PfHsp90, BacTiter-Glo ATP, 48 h; yeast lacking PDR1 and PDR3 efflux regulators; inhibition, % at 9.4 µM; 310,000 tested, 0.32% active;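 active means every replicate shows inhibition above about 80%, whatever the replicate mean, limit read from the data; inconclusive means mean inhibition reaches the set limit but some replicate falls short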;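 further: 0% = DMSO neutral controls and 100% = 20 µM radicicol positive controls; yeast relying on Plasmodium falciparum Hsp90 in place of its own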
NSD2 inh: inhibitors of human histone methyltransferase NSD2. AID 743445. inhibition, % at 12.5 µM. NSD2 peptide methylation, AlphaScreen, 120 min. 310,000 tested, 0.54% active. O96028; in the data active means inhibition above about 50%
Mot1-301 SUMO: inhibitors of SUMOylation pathway: yeast Mot1-301 growth rescue | S. cerevisiae Mot1-301 growth rescue, ATP luminescence, 38.5C; percent above DMSO median, 100 means doubled | AID 2716 | growth rescue, % at 18.8 µM | 320,000 tested, 1% active;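 active means every valid replicate shows activation above 250% relative to neutral control wells; inactive means the rest, any valid replicate at or below 250%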;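 further: OY570 slx delta 5 strain wells were the positive control but not used for scaling; some compounds called inactive have numbers as strong as hits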
C-LANA FP: blocks KSHV LANA C-terminal domain binding to DNA; 340,000 tested, 0.078% active; inhibition, % at 9 µM; MBP-C-LANA/FAM-LBS DNA binding, fluorescence polarization;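 active means highest replicate inhibition at or above 60% at 9 µM, even if other replicates fall short; inactive means all replicates below 60% inhibition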;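 further: 0% = neutral control wells and 100% = 4 µM acridine orange control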
dFosB activator: enhances mouse delta FosB homodimer DNA binding; P13346; purified delta FosB, TAMRA-CDK5 oligo fluorescence polarization; percent of positive-control signal above neutral wells; activation, % at 25 µM; 340,000 tested, 0.99% active; AID 493131;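 active means mean activation above about 17%, with every replicate also reaching it, limit read from the data, passing the limit was not always enough; inconclusive means only one of the two conditions met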;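 further: fluorescence polarization rise as delta FosB binds a TAMRA Cdk5 AP-1 oligo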
Keap1-Nrf2 PPI: Keap1-Nrf2 (human) interaction inhibition; Q14145; Keap1 Kelch-Nrf2 peptide fluorescence polarization, 1536-well; inhibition, % at 9.4 µM; 340,000 tested, 0.15% active; AID 504523; in the data active means inhibition above about 12%; inconclusive means no clear call, values can overlap the other calls; inactive means below about 7.3%;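 further: human Keap1 Kelch domain with fluorescein labeled Nrf2 9mer peptide probe; 0% = neutral control wells and 100% = peptide positive control; higher means more block of Keap1 binding to Nrf2 peptide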
RTF Ca sens act: cardiac RTF calcium sensitization | P19429+P45379 | IANBD-labeled TnC RTF fluorescence at EC20 calcium; 0% EC20 calcium, 100% full calcium | activation, % at 7.2 µM | 340,000 tested, 0.24% active | AID 493008;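 active means activation above the mean over all tested compounds plus 3 SD, cut at about 30% in these data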;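 further: rise in fluorescence read as greater calcium sensitivity of cardiac thin filaments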
Rtt109 Vps75: inhibitors of Candida albicans Rtt109/Vps75 histone acetyltransferase; Q5AAJ8; 330,000 tested, 0.16% active; inhibition, % at 34.9 µM; purified Rtt109/Vps75, ThioGlo CoA-SH fluorescence, 4 h;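 active means inhibition of at least 50% in every replicate; inconclusive means best replicate reaches 50% inhibition but some replicates fall short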
An asterisk follows results filed as active; ? = inconclusive; · = no result given.

SMILES | CDK5 p35 inh | PvdQ acylase | RTF Ca sens inh | PfHsp90 set2 | NSD2 inh | Mot1-301 SUMO | C-LANA FP | dFosB activator | Keap1-Nrf2 PPI | RTF Ca sens act | Rtt109 Vps75
CCOCCCNC(=O)C(NC(=O)c1ccc2c(c1)OCO2)c1ccccc1 (centres undefined) | -0.7 | 2 | -9 | 4 | -1 | -1 | 0.0 | 1 | 0 | -2 | 22
Nc1nonc1C(=O)NCCNC(=O)c1ccc(Cl)cc1 | -1.2 | -4 | 6 | 11 | 1 | -10 | -0.1 | -3 | -3 | -6 | -2
O=P(c1ccccc1)(c1ccccc1)c1cc(S(=O)(=O)O)ccc1O | -1.5 | -18 | 1 | -18 | 29 | 8 | 11 | 0 | 0 | -1 | -5
O=C(CSc1nncs1)Nc1ccc(N2CCCCC2)cc1 | 2.6 | -11 | -7 | 0 | -3 | -10 | -0.7 | -4 | -4 | 2 | -2
O=C(CCCN1C(=O)/C(=C\c2ccccc2)SC1=S)N1CCOCC1 | -1.3 | 2 | 9 | · | 7 | 55 | 0.2 | -1 | 1 | 1 | 21
COc1ccc(OC)c(S(=O)(=O)CC(=O)c2cc3ccc(OC)cc3oc2=O)c1 | -4.7 | -6 | 4 | -35 | 3 | 3 | 0.2 | -9 | -4 | 5 | 11
COCCNC(=O)c1cc(OC)c(OC)cc1[N+](=O)[O-] | -0.3 | -2 | 3 | 23 | -1 | -8 | 0.1 | -5 | 1 | -1 | -8
Cc1cc(C)cc(C(=O)NCC(=O)NNC(=O)CSc2ccccc2F)c1 | 0.0 | 0 | -2 | 3 | 1 | -16 | -1.9 | -2 | 2 | -1 | 1
CCc1nc(SCC(=O)NCc2ccc(F)cc2)c2c(=O)n(C)c(=O)n(C)c2n1 | -1.3 | -4 | 1 | -15 | · | -2 | -1.5 | -5 | 0 | -5 | -4
O=C(CN1CCOCC1)N(c1ccccc1)c1ccc2ccccc2c1 | 0.8 | -9 | -1 | -17 | 6 | · | -2.8 | -12 | 2 | 8 | 19
CCOc1ccc(NC(=O)CCSc2nnc(C)s2)cc1 | -0.2 | -22 | -12 | 9 | 2 | 115 | -0.3 | -2 | -6 | 1 | 1
COc1ccc(OC)c(N(CC(=O)NC2CCCC2)S(=O)(=O)c2ccc(OC)c(OC)c2)c1 | -7.8 | -26 | -4 | -6 | 5 | 12 | 0.0 | -7 | -5 | 1 | -1
O=c1[nH]nc(Cc2ncc(C(F)(F)F)cc2Cl)c2ccccc12 | -0.6 | -9 | -3 | 23 | -1 | 15 | -0.6 | -5 | -1 | -4 | -8
Cc1cc(/C=N/n2cnnc2)c(C)n1-c1ccc(C(=O)O)cc1 | -2.7 | -10 | -2 | -24 | 1 | 0 | 0.7 | 0 | -5 | 0 | 12
COc1ccc(C(=O)NC(=S)N(Cc2ccccc2)Cc2ccccc2)cc1 | -0.6 | 1 | 2 | -67 | 0 | -10 | 1.2 | -7 | -6 | -3 | 7
O=C(Cc1ccc(-n2cnnn2)cc1)NC12CC3CC(CC(C3)C1)C2 | -0.4 | -10 | 1 | 0 | 0 | 5 | 0.4 | -3 | -1 | -6 | 3
Cc1nnc(SCC(=O)NCc2ccccc2)s1 | -1.6 | -5 | -1 | 10 | -2 | 3 | 0.3 | 0 | -3 | -4 | -4
COc1ccc(N2C(=O)CC(N3CCN(c4nc5ccccc5s4)CC3)C2=O)cc1 (centres undefined) | -0.8 | 2 | -3 | 18 | 44 | 26 | -3.3 | 0 | -4 | 0 | 10
NC(=O)c1ccc(Nc2nnc(-c3ccc(O)cc3)c3ccccc23)cc1 | 1.9 | 11 | 8 | -9 | 3 | -7 | 0.3 | ? | -4 | -2 | -2
CN(C)S(=O)(=O)c1ccc(NCC2COc3ccccc3O2)c([N+](=O)[O-])c1 (centres undefined) | 0.5 | 5 | 4 | -9 | 1 | -12 | 0.8 | -6 | 3 | -1 | 1
COc1ccc(CNS(=O)(=O)c2cc3c4c(c2)C(C)C(=O)N4CCC3)cc1 (centres undefined) | -0.1 | -14 | -14 | 4 | -4 | 4 | -0.3 | 4 | -4 | 1 | -3
COc1ccc(OCC(=O)Nc2cc(NC(=O)c3ccco3)ccc2OC)cc1 | -1.1 | -19 | -4 | 3 | -3 | -6 | -0.5 | -10 | -1 | 3 | 3
CCS(=O)(=O)n1nc(NCc2cccc(OC)c2)nc1NCc1cccc(OC)c1 | -0.3 | -9 | 1 | -23 | -1 | 1 | -1.0 | -5 | -1 | -5 | -6
Cc1c(C(=O)C(=O)N2CCN(Cc3ccc4c(c3)OCO4)CC2)c2ccccc2n1C | -1.7 | -5 | 8 | 33 | 12 | 0 | -1.8 | -6 | -2 | -1 | 3
C/C(CC(=O)NCc1ccccc1)=N\NC(=O)c1cnccn1 | -0.1 | -22 | -10 | 20 | 0 | 2 | 0.1 | -14 | -6 | 12 | 4
O=C(CSc1nc2ccccc2o1)N/N=C/c1ccccc1 | 0.4 | -15 | 1 | 15 | -2 | 2 | 0.9 | -19 | -1 | 6 | 9
O=C(Nc1ccc(C(=O)N2CCCC2)cc1)c1ccccc1 | 13 | -14 | -9 | 8 | · | · | -0.8 | -1 | -5 | 1 | -3
O=C1C2C(c3ccccc3)CC=CC2[C@H](c2ccc3ccccc3c2)N1Cc1ccccc1 (some centres undefined) | -0.2 | 6 | -2 | -12 | · | 508* | -1.5 | 6 | -4 | -5 | -9
O=C(CC(Nc1ccc(F)cc1)C(=O)O)c1ccccc1 (centres undefined) | -2.7 | -13 | -2 | · | 0 | 21 | 0.8 | 2 | -7 | -5 | 11
Cc1cccc([C@@H]2[C@@H]3C(=O)N(Cc4ccccc4)C(=O)[C@@H]3[C@]3(Cc4ccc(Cl)cc4)C(=O)N(c4ccccc4)C(=O)N23)c1 | 1.2 | -6 | -12 | 12 | · | 7 | 1.0 | -9 | -2 | 1 | -6
Cc1nc2ccc(Br)cn2c1C(=O)N/N=C\c1ccc(C(C)C)cc1 | 1.7 | -8 | -2 | -21 | -1 | 13 | -5.6 | 7 | -1 | 10 | -9
CC(O)CNCc1ccccc1C(F)(F)F (centres undefined) | 1.2 | -13 | -4 | · | 1 | -6 | 1.1 | -1 | -7 | 1 | 0
CCOC(=O)N1CCN(c2cc(NCCO)c([N+](=O)[O-])c3nonc23)CC1 | 0.1 | -13 | 0 | 10 | 7 | -7 | 0.5 | -7 | -3 | -1 | -1
COc1ccc(-c2ccccc2)cc1NCc1ccc(OC)c(OC)c1 | -2.5 | 6 | 5 | 15 | 2 | 18 | -0.4 | 5 | 3 | -2 | -2
COC(=O)C1=C(C)N=C2SCCC(=O)N2C1c1ccc(OC(=O)c2ccco2)cc1 (centres undefined) | -1.9 | 5 | -5 | 31 | 4 | · | 0.0 | 9 | -1 | -2 | -6
COC(=O)c1ccccc1C(=O)N1CCCC(CNC(=O)c2ccc(F)cc2)C1 (centres undefined) | 0.0 | -5 | -7 | 15 | 0 | 1 | 3.2 | 0 | 3 | -1 | -5
CC1CCN(Cc2c(C(=O)N/N=C/c3ccc(C(C)C)cc3)nnn2-c2nonc2N)CC1 | 0.4 | 3 | -10 | -18 | -1 | 63 | 0.3 | -10 | 2 | -1 | ·
CCCc1nnc(NC(=O)CN2C(=O)c3ccccc3S2(=O)=O)s1 | 1.8 | -6 | -14 | -12 | 0 | 4 | -0.3 | 1 | 3 | 3 | -2
CC(C)(C)c1nnc2sc(SCC(=O)c3ccc4c(c3)OCCO4)nn2c1=O | 0.9 | 12 | -3 | 12 | -5 | -4 | 0.2 | -12 | -5 | 1 | 2
CCOc1ccc(C2NC(=O)c3ccccc3O2)cc1OCC (centres undefined) | 1.1 | 11 | 5 | -2 | 1 | 0 | 27 | -13 | -5 | -7 | -9
Cc1ccc(S(=O)(=O)N2CCCCC2)cc1C(=O)OCC(=O)N1c2ccccc2NC(=O)C1(C)C | -1.8 | -17 | -1 | 0 | 0 | -6 | -1.6 | 12 | -1 | 6 | -3
O=C(NCCC1CCCCN1S(=O)(=O)c1ccccc1)C(=O)NCC1CCCO1 (centres undefined) | -0.5 | 2 | -3 | -15 | -3 | -5 | 0.1 | 6 | -4 | 1 | 5
Cc1c(CN(C)C)c2c(n1C)C(=O)c1ccc(Br)cc1-2 | 4.4 | 5 | 5 | -17 | 14 | -24 | -5.7 | 13 | -3 | -3 | -1
COc1ccc(-c2ccc(N(C)C)cc2)cc1[C@H]1[C@H]2C=CC[C@@H](C)[C@@H]2C(=O)N1Cc1ccccc1 | 0.9 | -12 | 5 | · | · | -16 | 1.5 | 3 | -1 | 4 | 0
COc1ccccc1C1CC(=O)NC(C)=C1C(=O)OCC(C)C (centres undefined) | 3.0 | -4 | 7 | -3 | · | -6 | -0.7 | -12 | -5 | -1 | 2
CC1(C)CC(=O)C(N=Nc2ccc(OC(F)F)cc2)=C(O)C1 | -0.7 | 5 | 5 | 41 | 1 | -4 | -1.7 | 3 | 4 | -5 | -6
COCc1cc(CN2CCCC(C(=O)Nc3cccc(-n4cnnn4)c3)C2)ccc1OC (centres undefined) | -0.1 | -2 | -4 | · | -1 | -10 | 0.6 | -12 | -2 | -2 | 4
Oc1ccccc1C=NN1CCCCCC1 | 1.2 | -9 | 1 | · | 1 | · | 0.0 | 1 | 2 | -3 | -6
O=C(Cn1cnc2ccccc2c1=O)NC1CCS(=O)(=O)C1 (centres undefined) | -3.1 | -6 | 6 | -34 | 1 | 234 | -2.3 | 1 | 0 | -6 | -1
C=CCn1c(=O)c2c(nc(-c3ccc(S(=O)(=O)O)cc3)n2C)n(C)c1=O | -0.4 | -8 | 4 | -6 | · | 14 | 0.5 | -5 | 2 | 0 | -5
CC1=C(C(=O)OCC(C)C)C(c2ccc(Br)s2)NC(=O)N1 (centres undefined) | -0.4 | -8 | -4 | 8 | 4 | -15 | -0.7 | -4 | -6 | 0 | -1
CC(C)CN=Cc1c(O)c([N+](=O)[O-])cc2oc3c(c12)CCCC3 | -0.3 | 20 | -11 | -12 | 4 | 56 | 0.1 | -2 | -5 | 2 | 3
O=C(CCn1[nH]c(=O)c2ccccc2c1=O)NCCO | -0.5 | 8 | 0 | -1 | 2 | -13 | 1.3 | -2 | 1 | -3 | -9
CCOC(=O)Cc1csc(NC(=O)CSc2nnc(Cc3csc(N)n3)n2C)n1 | -0.5 | 1 | -3 | 11 | 0 | -7 | 0.9 | -2 | -4 | 2 | -5
Cc1ccc(NS(=O)(=O)c2ccc(C)c(C(=O)NCC(c3ccccc3)N(C)C)c2)cc1 (centres undefined) | 1.7 | -13 | -12 | -6 | 2 | 4 | 0.7 | -4 | -6 | -2 | 5
